GAA glycogen mod = GAA glycogen-cleavage inhibition or activation; actives 0.38% (n = 300,000); Potency, µM (series often up to 76.4 µM), for inactives: top-dose activity change, negative = inhibition, hits mostly inhibitors; P10253; recombinant GAA, glycogen substrate, Amplex Red glucose oxidase fluorescence; active means well fitted inhibition curve with a large enough effect;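 further: 0% = full enzyme reaction and -100% = no-enzyme basal signal; the screen sought inhibitors and activators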
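Recombinant human alpha-glucosidase (4 nM final) hydrolysed bovine liver glycogen (30 ug) for 40 min at 37 C in pH 5.0 citrate/phosphate with 0.01% Tween-20. Released glucose detected by glucose oxidase/Amplex Red, Ex 573/Em 610 nm. Compounds up to 77 uM; AC50 from Hill fits.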
* hit, by the source's call; [ ] = another dose, or the depositor's remark. Potency means the concentration at half of the fitted maximal effect.

SMILES | GAA glycogen mod
CCOc1cc(C(C(=O)NCC2CCCO2)N(C(=O)Cn2nnc3ccccc32)c2ccccc2OC)ccc1O (configuration not stated) | -3%
CCN(CC)C(=O)CN1CCN(Cc2ccc3c(c2)OCO3)CC1 | 5%
COc1ccc(S(=O)(=O)N(C)CC(=O)N2CCN(C)CC2)cc1Cl | -1%[76.3 µM]
CC(=O)Nc1ccc(S(=O)(=O)NNc2cccc(C)c2)cc1 | -4%
COc1ccc(-c2cn3nc(N4CCCC(C(=O)Nc5cc(C)ccc5C)C4)sc3n2)cc1 (configuration not stated) | 5%[76.3 µM]
COc1cc(CN2CCCCCC2)cc(Br)c1O | 17%[76.3 µM]
CC(C)NC(=O)N1c2ccccc2Sc2ccccc21 | 2%
Cc1ccc(C(=O)CC(C(=O)O)n2cncn2)cc1 (configuration not stated) | 7%[76.3 µM]
COCCn1c(SCc2cccc([N+](=O)[O-])c2)nc2ccccc2c1=O | -8%
COc1ccc(C(CC(=O)Nc2nccs2)C(C)C)cc1 (configuration not stated) | 3%
CCOc1cc([N+](=O)[O-])cc(/C=N/NC(=O)c2c(-c3ccccc3)noc2C)c1O | -10%[76.3 µM]
CC(=O)c1ccc(N=Nc2c(C)[nH]n(-c3ccccc3)c2=O)cc1 | -16%[15.3 µM]
COc1ccc(-c2cc(C)no2)cc1S(=O)(=O)NCC1CCN(Cc2cc(C)ccc2C)CC1 | 1%[76.3 µM]
COc1ccccc1OCCNC(=O)c1cccc(S(=O)(=O)N2CCN(C)CC2)c1 | -7%[76.3 µM]
COc1ccc(OC)c(NC(=O)N2CCc3ccccc3C2)c1 | 1%[76.3 µM]
Cc1[nH]n(-c2ccccc2)c(=O)c1N=Nc1cccc(Cl)c1 | -1%[76.3 µM]
COC(=O)CCc1cccc(CCC(=O)OC)c1 | 3%[76.3 µM]
Cc1ccc(CC(=O)NCC(O)c2ccccc2)cc1 (configuration not stated) | 2%
Cc1cc(NC(=O)CCC(=O)N(c2ccc(C)c(F)c2)C(C(=O)NC2CCCC2)c2ccco2)no1 (configuration not stated) | -5%
COc1ccc(C(=O)Nc2nnc(SCC(=O)NCc3ccco3)s2)c(OC)c1 | -5%[76.3 µM]
O=C(Cn1cc(S(=O)(=O)Cc2ccccc2Cl)c2ccccc21)Nc1ccc(F)cc1F | -16%[76.3 µM]
COc1cccc(CSc2nc(N)cc(N)n2)c1 | -2%[76.3 µM]
O=C(CCN1CCN2CCCC2C1)N1c2ccccc2Sc2ccc(Cl)cc21 (configuration not stated) | 7%
Cc1ccc(C)c(C(=O)COC(=O)CN2C(=O)C3C4CCC(C4)C3C2=O)c1 (configuration not stated) | -1%
OC(c1ccc(F)cc1)C(CN1CCOCC1)c1ccccc1 (configuration not stated) | -3%

Part of the list above, set out differently:
COCCn1c(SCc2cccc([N+](=O)[O-])c2)nc2ccccc2c1=O
  GAA glycogen mod: -8%
COc1ccc(C(CC(=O)Nc2nccs2)C(C)C)cc1 (configuration not stated)
  GAA glycogen mod: 3%
CCOc1cc([N+](=O)[O-])cc(/C=N/NC(=O)c2c(-c3ccccc3)noc2C)c1O
  GAA glycogen mod: -10%[76.3 µM]
CC(=O)c1ccc(N=Nc2c(C)[nH]n(-c3ccccc3)c2=O)cc1
  GAA glycogen mod: -16%[15.3 µM]

Fetched by compound from the entries so far:
SMILES | GAA glycogen mod
Cc1ccc(C)c(C(=O)COC(=O)CN2C(=O)C3C4CCC(C4)C3C2=O)c1 (configuration not stated) | -1%
COCCn1c(SCc2cccc([N+](=O)[O-])c2)nc2ccccc2c1=O | -8%

Following part:
SMILES | GAA glycogen mod
O=C(NC(=S)N1CCCC1)c1ccccc1 | 1%[76.3 µM]
O=C(CN1CCN(CC(=O)Nc2cccc(F)c2)CC1)Nc1ccc(-c2ccccc2)cc1 | -14%
Cc1cnc(NC(=O)c2ccc3c(c2)C(=O)N(Cc2cccnc2)C3=O)s1 | -1%[76.3 µM]
O=C(NS(=O)(=O)c1ccccc1)c1cccc(Br)c1 | 3%[76.3 µM]
CN(C)S(=O)(=O)c1ccc(Cl)c(C(=O)NC2=NCCS2)c1 | -2%
O=C(c1cccc(C(F)(F)F)c1)N1CCOc2ccccc21 | 2%
O=C(NCCCn1ccnc1)c1ccc(Cl)c(Cl)c1 | -15%[76.3 µM]
COc1cc(/C=C2\SC(=S)N(CCC(=O)Nc3cccc(O)c3)C2=O)cc(OC)c1OC | 15%[76.3 µM]
O=C1NC(=S)N/C1=C/c1cc2c(cc1[N+](=O)[O-])OCO2 | -6%
COc1cc([N+](=O)[O-])ccc1NC(=O)NCCCN1CCCC1=O | -5%[76.3 µM]
Cc1ccc(NC(=O)CSc2nnc(COc3ccc(Cl)cc3)o2)cc1 | -4%[76.3 µM]
Cc1c(C)n(Cc2ccccc2)c2ncnc(NCCCO)c12 | 3%
COc1cc(NC(=O)c2cc3c(CO)cnc(C)c3oc2=Nc2cccc(C(N)=O)c2)cc(OC)c1 | 5%
CCc1ccc(OCC(=O)Nc2nnc(-c3ccco3)s2)cc1 | 5%[76.3 µM]
O=C(O)CN1C(=O)NC2(CCc3ccccc32)C1=O (configuration not stated) | -4%
COc1cccc2c(C)cc(N3CCCCCC3)nc12 | 2%[76.3 µM]
CC(=O)c1c(C)[nH]c(C(=O)NCCc2c[nH]c3ccccc23)c1C | 7%
CN(C(=O)c1cc([N+](=O)[O-])ccc1N1CCCC1)C1CCCCC1 | -9%[76.3 µM]
COc1cc(OC)c(OC)cc1CN1CCN(Cc2cccc(F)c2)CC1 | -9%[76.3 µM]
CCOC(=O)c1cccc(NC(=O)c2cn(-c3cccc(OC)c3)c(=O)c3ccccc23)c1 | 8%[76.3 µM]
O=C(Nc1cc(F)ccc1F)N1CCC(CN2CCOCC2)CC1 | -6%[76.3 µM]
O=C1N=c2ccccc2=C1c1c(O)[nH]c2c(C(F)(F)F)cccc12 | -4%[76.3 µM]
CS(=O)(=O)N(CC(=O)N1CCCC1)c1ccccc1F | -9%[76.3 µM]
Cc1ccc(-c2c(CN3CCN(c4cc(Cl)ccc4C)CC3)csc2C)cc1 | 12%[76.3 µM]
CC1CN(CC(=O)Nc2ccc(Br)cn2)CC(C)O1 (configuration not stated) | 11%[76.3 µM]
SMILES | GAA glycogen mod
CC(=O)Nc1ccc(-c2csc(-c3cccnc3)n2)cc1 | -3%[76.3 µM]
COc1ccc(-c2cc(=O)oc3cc(OC(C)C(=O)Nc4ccc(CN5CCOCC5)cc4)ccc23)cc1 (configuration not stated) | -24%[76.3 µM]
CC(C)N(Cc1ccccc1)C(=O)c1ccc2c(c1)OCO2 | 0%[76.3 µM]
O=C(Nc1ccc(Oc2ccc(Cl)cc2)c(Cl)c1)c1cc(I)cc(I)c1O | 8%[76.3 µM]
O=C(NCc1cccs1)C1CCN(C(=O)N2CCOc3ccc(Cl)cc32)CC1 | -1%[76.3 µM]
O=C(Nc1ccccc1Cl)c1ccc(S(=O)(=O)NCC2CCCO2)cc1 (configuration not stated) | 1%[76.3 µM]
CCc1sc(NC(=O)CN2CCC(C(N)=O)CC2)nc1-c1ccccc1 | 3%[76.3 µM]
CCCc1cc(C(=O)Nc2ccc(C(=O)c3ccccc3)cc2)n(C)n1 | -12%[76.3 µM]
Cc1ccc(/C=C2/SC(=S)N(CCCC(=O)Nc3cc([N+](=O)[O-])ccc3O)C2=O)cc1 | -5%[76.3 µM]
O=C(Cc1cccc2ccccc12)Nc1ccccc1Br | -2%[76.3 µM]
COCCn1c(=NC(=O)CCS(=O)(=O)c2ccccc2)sc2cc(F)ccc21 | 0%[76.3 µM]
CN1C(=O)/C(=C\c2ccccc2OCc2ccccc2)SC1=S | 2%
COc1ccc(NC(=O)CN(c2ccccc2F)S(=O)(=O)c2ccc(C)cc2)cc1 | 4%[76.3 µM]
O=C1c2ccccc2C(O)(c2ccccc2)N1CCc1ccccc1 (configuration not stated) | -20%[76.3 µM]
Cc1ccc(OCCCn2ccnc2)c(Br)c1 | 3%[76.3 µM]
Cc1ccccc1C(=O)c1cccn1CC(=O)NCCCc1ccccc1 | 8%[76.3 µM]
COc1ccc(Cl)cc1Nc1nc(C)nc2c1oc1ccccc12 | 2%
CCCn1c(N)c(N(CCOC)C(=O)c2ccc([N+](=O)[O-])cc2Cl)c(=O)[nH]c1=O | 9%
COC(=O)c1ccc(Nc2nc3ccc(C)cc3n3cnnc23)cc1 | 12%
CCOCc1nnc(NC(=O)C2CC(=O)N(CCc3ccc(F)cc3)C2)s1 (configuration not stated) | -7%
COc1ccc(OC)c(NC(=S)Nc2ccccc2)c1 | -7%[76.3 µM]
COc1cc(C2C(C(=O)C(C)(C)C)=C(O)C(=O)N2Cc2ccccc2)ccc1O (configuration not stated) | 7%[76.3 µM]
COc1cc(OC)cc(C(=O)NN(CCC#N)C2=NS(=O)(=O)c3ccccc32)c1 | 4%
CC(C)OC(=O)Cn1nc(C(c2ccccc2)c2ccccc2)oc1=O | -6%[76.3 µM]
Cc1cc(C)c2[nH]c(C)c(CN3CCCCCC3)c(=O)c2c1 | 4%
SMILES | GAA glycogen mod
O=C(Oc1ccc(Br)cc1C(=S)N1CCOCC1)c1ccccc1 | 6%
CCOc1ccc(NC(=O)c2[nH]c(C)c(C(C)=O)c2C)cc1 | -11%
CC1C(=O)N(Cc2ccc(F)cc2)c2ccccc2N1C(=O)c1c(F)cccc1F (configuration not stated) | 7%
Cc1ccccc1OCC1Cn2c(nc3c2c(=O)n(C)c(=O)n3C)O1 (configuration not stated) | -4%[76.3 µM]
C[n+]1ccccc1/C=C/c1ccc2ncccc2c1 | 12%[76.3 µM]
CC(C)c1ccc(C(=O)Nc2ccc(CN3CCOCC3)cc2)cc1 | 4%
COc1ccc(CN(C)C(=O)c2sccc2-c2ccccc2)c(OC)c1 | 0%[76.3 µM]
COc1ccc(C(=O)Nc2cccc3nc(C)ccc23)cc1OC | 20%[76.3 µM]
COc1ccc2oc(C(=O)Nc3ccccn3)c(C)c2c1 | 1%[76.3 µM]
Cc1c(C)n(Cc2ccc(F)cc2)c2ccc(C(=O)NCCCN3CCOCC3)cc12 | -1%[76.3 µM]
O=[N+]([O-])c1ccccc1S(=O)(=O)N1CCN(C2CCN(Cc3ccccc3)CC2)CC1 | 0%[76.3 µM]
NS(=O)(=O)c1ccc(CNC(=O)CSc2nc3ccc(Cl)cc3[nH]2)cc1 | 10%[76.3 µM]
Cc1ccc2[nH]c3c(c2c1)CN(C(C)C)CC3 | 8%
Cc1ccc(N(C)S(=O)(=O)c2ccc3c(c2)CC(C)N3C(=O)C2CC2)cc1 (configuration not stated) | -4%[76.3 µM]
O=C(NCc1ccccc1Cl)C1CCC(=O)N1Cc1ccc(F)cc1 (configuration not stated) | -1%
COc1ccc(/C=C/C(=O)Nc2nc3n(n2)C(c2ccc(F)cc2)C=C(c2ccccc2)N3)cc1 (configuration not stated) | 4%[76.3 µM]
COC(=O)c1ccc(N=C2SCC(=O)N2C)cc1 | 18%[76.3 µM]
COc1cccc(OCC(=O)NNC(=O)C(=O)Nc2cccc(C)c2)c1 | 4%[76.3 µM]
COc1cc(CN2CCN(Cc3ccc4cc(F)ccc4n3)CC2CCO)cc(OC)c1 (configuration not stated) | -1%[76.3 µM]
Cc1ccccc1CNC(=O)Cn1cc2c(n1)-c1c(oc(C(=O)N3CCCC3)c1C)CC2 | -30%[76.3 µM]
CC(=O)N1c2ccc(S(=O)(=O)N3CCC(C(=O)Nc4cccc(C)c4)CC3)cc2CC1C (configuration not stated) | -2%[76.3 µM]
COc1ccc(COC(=O)C2=C(C)NC(=O)NC2c2cc(OC)ccc2OC)cc1 (configuration not stated) | 1%[76.3 µM]
Cc1cc2ccccn2c1C(=O)c1ccc(C#N)cc1 | -3%
Cc1cc(NC(=O)c2cccnc2Cl)ccc1NC(=O)c1cc2ccccc2o1 | -2%
CC1CCc2c(cc(-c3ccccc3)n2-c2ccc(C(=O)NC(C)C)cc2)C1 (configuration not stated) | -1%[76.3 µM]

4 of the compounds above, field by field:
> C[n+]1ccccc1/C=C/c1ccc2ncccc2c1
  GAA glycogen mod = 12%[76.3 µM]

> CC(C)c1ccc(C(=O)Nc2ccc(CN3CCOCC3)cc2)cc1
  GAA glycogen mod = 4%

> COc1ccc(CN(C)C(=O)c2sccc2-c2ccccc2)c(OC)c1
  GAA glycogen mod = 0%[76.3 µM]

> COc1ccc(C(=O)Nc2cccc3nc(C)ccc23)cc1OC
  GAA glycogen mod = 20%[76.3 µM]

Continuation:
SMILES | GAA glycogen mod
C=CCOc1ccc(CN(C)CC(O)COc2cccc3ccccc23)cc1 (configuration not stated) | 3%[76.3 µM]
CCCc1cnc(N2CCN(C(=O)c3ccc(F)cc3)CC2)nc1 | 12%
C/C(=N\Nc1cc(C(F)(F)F)ccc1Cl)c1ccncc1 | -1%
COc1ccccc1S(=O)(=O)Cc1ccc(C(=O)NCc2ccco2)o1 | 5%[76.3 µM]
COc1ccc(NC(=O)CN(c2ccc(OC)cc2)S(=O)(=O)c2ccc(OC)c(OC)c2)cc1 | -1%[76.3 µM]
Cc1ccc(S(=O)(=O)N2CCN(C(=O)C(C)Cn3nc(C)c(C)c3C)CC2)cc1C (configuration not stated) | 3%
COC(=O)Cn1c2ccc(C)cc2c2nc3ccccc3nc21 | 0%
CCCN1CCC(=O)N([C@H](CSc2ccccc2)Cc2ccccc2)CC1 | 3%[76.3 µM]
COCCCNC(=S)N1CCN(C(c2ccccc2)c2ccccc2)CC1 | -14%[76.3 µM]
NC(=O)c1ccccc1NC(=O)CSc1cn[nH]n1 | -2%

Only part of the results is shown (hit frequency here may not be typical).
